S1P4 antag = blocks the human S1P4 receptor | S1P4-expressing cells, antagonist mode, reporter read-out | inhibition, % at 4.98 µM | hit rate 0.26% among 220,000 | AID 1510 | O95977; in the data active means inhibition above about 29%;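 further: 0% = wells stimulated with agonist and 100% = vehicle wells without agonist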
m-calpain inh = blocks pig calpain II enzyme activity | purified calpain II, fluorogenic peptide substrate, 30 min | inhibition, % at 16 µM | hit rate 0.37% among 220,000 | AID 1236;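 active means inhibition above about 50%, limit read from the data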
BaF3 parental = counter-screen for JAK2V617F inhibitors: parental Ba/F3 viability inhibitors. AID 1486. CellTiter-Glo ATP luminescence. hit rate 1.1% among 220,000. inhibition, % at 5.6 µM;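 active means inhibition above a per-campaign cutoff, the mean inhibition of all tested compounds plus 3 SD, cut at about 27% in these data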;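 further: 0% = DMSO wells and 100% = JAK Inhibitor I control wells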
PERK inhibitor = inhibitors of human PERK kinase | Q9NZJ5 | CHO PERK-DD fusion, SEAP luminescence translation reporter | inhibition, % at 5.6 µM | hit rate 0.17% among 220,000 | AID 1416;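 active means inhibition above the mean inhibition of all tested compounds plus 3 SD, set separately per screening campaign, cut at about 2.9% in these data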;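 further: PERK kinase domain activated by AP20187 dimerizer at 100 nM; 0% = DMSO with dimerizer and 100% = rapamycin at 8.4 µM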
EP2 mod = EP2 receptor (human) modulation | P43116 | hit rate 0.83% among 260,000 | induction, % at 25 µM | EP2-expressing cells, cAMP HTRF FRET, PGE2 co-stimulation;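 active means compounds whose cAMP rise, as percent of the full-agonist control response, exceeds 60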;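 further: rat C6 glioma line stably carrying human EP2 under a CMV promoter; the protocol text gives 20 µM as final concentration; 100% = response of wells given 1 µM PGE2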
Target sequence (P43116 whole entry, looked up): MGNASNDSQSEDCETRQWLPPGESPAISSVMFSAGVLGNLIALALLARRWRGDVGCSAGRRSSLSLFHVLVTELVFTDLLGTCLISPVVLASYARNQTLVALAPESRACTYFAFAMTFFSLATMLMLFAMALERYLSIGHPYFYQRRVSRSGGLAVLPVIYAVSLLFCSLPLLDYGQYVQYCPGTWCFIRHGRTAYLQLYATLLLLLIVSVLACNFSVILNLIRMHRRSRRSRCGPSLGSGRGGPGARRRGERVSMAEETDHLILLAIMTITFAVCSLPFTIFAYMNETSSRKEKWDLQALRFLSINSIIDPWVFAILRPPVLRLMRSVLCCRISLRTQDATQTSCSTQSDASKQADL
zfTRPN1 agonist = activates the zebrafish TRPN1 channel | hit rate 0.18% among 220,000 | AID 1424 | HEK293 zebrafish TRPN1-YFP, Fluo-8 calcium fluorescence; 100% = response to 87 µM carbachol | activation, % at 3 µM;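 active means activation above its plate's cutoff, the mean activation of test wells on that plate plus 3 SD, cut at about 19% in these data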;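 further: 0% = DMSO alone and 100% = 87 µM carbachol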
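Control set: carbachol 87 µM as high control, DMSO as low control; system: HEK293 stable line with zebrafish TRPN1-YFP; read-out: % activation versus carbachol response; detection: intracellular calcium fluorescence with Fluo-8; doses: single test compound dose, 3 µM nominal, 0.3% DMSO; schedule: dye 1 h 37 °C plus 30 min RT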
Ba/F3 V617F tox = loss of viability in JAK2V617F-driven Ba/F3 cells; hit rate 1.1% among 220,000; inhibition, % at 5.6 µM; AID 1446; Ba/F3 EpoR-JAK2V617F viability, ATP luminescence;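 active means inhibition above the campaign mean plus 3 SD over all tested compounds, cut at about 24% in these data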;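 further: cytokine-independent growth of Ba/F3 cells driven by EpoR plus mutant JAK2; 0% = DMSO-treated cells and 100% = JAK inhibitor I control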
S1P4 agonist = agonists of human S1P4 receptor; O95977; S1P4-expressing cell line, agonist reporter assay; activation, % at 4.98 µM; hit rate 0.35% among 220,000; in the data active means activation above about 11%;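 further: 0% = DMSO vehicle and 100% = reference agonist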
TRPML3 ag = agonists of human TRPML3 channel. HEK293 TRPML3-YFP, Fluo-8 calcium fluorescence; 100% = the carbachol control signal. activation, % at 3 µM. hit rate 0.29% among 220,000;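 active means activation above its plate's cutoff, the mean activation of the plate's test wells plus 3 SD, cut at about 12% in these data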;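 further: 0% = DMSO only wells and 100% = carbachol wells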
Target sequence (Q8TDD5 whole entry, looked up): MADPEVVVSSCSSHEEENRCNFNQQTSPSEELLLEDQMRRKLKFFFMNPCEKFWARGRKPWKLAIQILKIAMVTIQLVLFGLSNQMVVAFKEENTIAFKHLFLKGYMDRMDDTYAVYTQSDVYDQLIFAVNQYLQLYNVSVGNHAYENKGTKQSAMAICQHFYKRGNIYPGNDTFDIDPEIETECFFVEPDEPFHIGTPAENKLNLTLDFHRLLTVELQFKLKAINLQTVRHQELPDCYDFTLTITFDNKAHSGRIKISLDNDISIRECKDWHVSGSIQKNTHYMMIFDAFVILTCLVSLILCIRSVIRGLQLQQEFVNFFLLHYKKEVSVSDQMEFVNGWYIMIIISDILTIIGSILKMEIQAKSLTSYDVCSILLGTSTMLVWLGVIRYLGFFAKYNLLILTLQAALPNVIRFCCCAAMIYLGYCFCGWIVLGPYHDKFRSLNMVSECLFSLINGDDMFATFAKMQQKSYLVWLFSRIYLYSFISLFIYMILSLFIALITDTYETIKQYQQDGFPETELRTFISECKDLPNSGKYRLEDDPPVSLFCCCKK
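Test system: TRPML3-YFP stable HEK293 cells. Doses: single point at 3 µM. Incubation: dye loading 1 h 37 °C then 30 min ambient, 125 s read. Signal: Fluo-8 calcium dye fluorescence, ex 470-495, em 515-575 nm. Measure: percent activation from peak-to-basal fluorescence ratio, scaled between DMSO and carbachol.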
Numbers without * were called inactive; & = joins results of further samples.

SMILES	S1P4 antag	m-calpain inh	BaF3 parental	PERK inhibitor	EP2 mod	zfTRPN1 agonist	Ba/F3 V617F tox	S1P4 agonist	TRPML3 ag
Cn1cnc([N+](=O)[O-])c1SCC(=O)NN	-1	-5	-3	0.1	-10	-0.7	0	0.1	-0.7
Cc1cc(C)n2[nH]c(=O)c(N=Nc3ccccc3)c2n1	-24	-7	0	0.6	7	0.5	-6	-1.7	-0.2
O=C(N/N=C/c1cccnc1)/C(=C\c1cccs1)NC(=O)c1ccccc1	-4	2	7	1.1	21	1.6	-2	-0.2	0.6
Cc1ccc(C)c(C(=O)CN2C(=O)CCC2=O)c1	8	-36	-4	0.8	-3	-0.1	-6	0.0	0.5
CC(C)OC(=O)C1=C(N)N2C(=O)CSC2=C(C(=O)OC(C)C)C1	-27	0	2	0.0	22	0.1	-2	0.9	-0.5
CCC(CC)NC(=O)CC(c1ccccc1)c1ccccc1	24	13	8	0.5	-7	-2.2	-3	-1.4	-1.6
O=C(c1ccncc1)N1CCN(C(=O)c2cccc3ccccc23)CC1	2	-37	2	1.4	16	-0.1	5	0.0	-0.1
Cn1nc(CC(=O)Nc2ccc3c(c2)CCC3)c2ccccc2c1=O	-21	4	4	-0.3	-16	7.7	2	2.0	2.9
Fc1ccc(-c2nnc(-c3ccc(Cl)cc3Cl)o2)cc1	-6	3	3	0.5	17	0.2	-3	-2.7	-0.2
Cc1cc(N2CCCC2)n2nc(C)nc2n1	12	23	5	-0.4	19	-0.1	4	-0.9	1.0
CCOC(=O)C1CCCN(C2CC(=O)N(c3cccc(C(F)(F)F)c3)C2=O)C1 (stereo not given)	-31	-12	0	0.2	26	1.3	-1	1.5	-0.1
COc1ccc(CC(=O)OCC(=O)Nc2ccc3c(c2)OCO3)cc1	5	6	3	0.5	-12	-0.5	3	-0.8	-0.6
Nc1nc(SCC(=O)NCC2CCCO2)n[nH]1 (stereo not given)	-18	20	6	0.5	-7	0.3	6	-0.4	0.5
CC(C)CCc1noc(CN2CCC(CCN3CCCC3=O)CC2)n1	-6	30	4	-0.4	-11	2.0	6	-0.7	0.7
CC1CCCC(C)N1S(=O)(=O)c1ccc(NC(=O)c2ccccc2C(=O)N2CCOCC2)cc1 (stereo not given)	9	-20	1	-1.1	4	0.9	4	1.6	1.1
CC(=O)c1c(COC(=O)c2cccc(C)c2)nc2ccccc2[n+]1[O-]	6	21	-2	-1.6	-56	0.6	1	0.8	1.7
O=C(NCc1ccncc1)Nc1cccc(Cl)c1	0	1	0	0.1	-35	-0.3	-1	0.9	0.0
C=CCOc1ccc(CN(C)CC(=O)Nc2ccccc2[N+](=O)[O-])cc1	1	28	10	-0.1	4	-0.6	0	1.9	0.4
NC(=O)Nc1ccc(Oc2ncc(C(F)(F)F)cc2Cl)cc1	-4	-6	3	0.7	42	0.3	-3	-0.4	0.6
CN(C)CC/C=C1/c2ccccc2Sc2ccc(Cl)cc21	2	-1	0	0.4	-36	-0.2	-3	0.2	1.7
COc1ccc(-c2cc(-c3nnc(COC(=O)c4ccncc4)o3)c3ccccc3n2)cc1OC	2	-134	5	0.1	-5	1.2	3	0.9	-0.1
CC(=O)c1sc(NC(=O)c2ccc(F)c(F)c2)nc1C	-8	-20	4	0.0	1	-0.1	1	1.1	1.4
CCCCn1c(SCC(=O)Nc2cc(C)on2)nnc1-c1cccnc1	-25	-9	0	-0.4	-1	0.1	4	0.1	0.0
COc1ccc(CCN=C(N)NS(=O)(=O)c2ccc(OC)cc2)cc1	-27	8	-2	0.2	15	-1.2	-4	3.0	-0.1
COc1cccc(-c2nc3n(n2)C(c2ccccc2Cl)C(C(N)=O)=C(C)N3)c1 (stereo not given)	-8	8	2	-0.1	33	-0.1	-1	1.4	0.3
CCOC(=O)N/N=C/c1cccnc1	2	14	0	-0.2	3	-0.9	-4	-0.2	1.1
Cn1c(CNC(=O)C(C)(C)C)nc2ccccc21	-19	-1	0	0.3	6	0.0	1	-1.1	1.4
COc1cc([N+](=O)[O-])ccc1NC(=O)COC(=O)c1n[nH]c2ccccc12	-11	18	5	-0.2	-61	1.4	2	0.2	1.3
O=C(Nc1ccccc1C(=O)O)c1ccc2ccccc2n1	6	16	6	-0.6	-14	-0.7	1	-0.9	0.2
Cc1c(OCC(F)(F)F)ccnc1CS(=O)c1nc2ccccc2[nH]1 (stereo not given)	-14&-9	-88&-14	8&-2	0.0&1.2	-6&-25&-1	0.7&4.1	-2&-3	1.2&0.8	0.7&1.2
COc1ccc(C(C(=O)NC2CCCC2)N(C(=O)c2ccoc2C)c2ccc(C)c(C)c2)cc1 (stereo not given)	3	14	7	-0.3	54	-1.7	2	-0.2	-0.4
Cc1ccc(Cn2nc(C)c(NC(=O)CSc3n[nH]c(C)c3[N+](=O)[O-])c2C)cc1	-4	6	10	0.2	-15	1.1	1	1.5	1.1
CN(C)c1ccc(C2CC(=O)C=C(Nc3ccccc3N)C2)cc1 (stereo not given)	-13	3	1	-0.6	9	-0.3	0	1.2	-0.4
O=C(NCc1ccccn1)c1n[nH]c(=O)c2ccccc12	-8	14	3	-0.2	2	1.2	3	0.2	-0.1
Cn1cccc1C(=S)N1CCOCC1	-15	-13	3	-0.2	12	2.0	3	-1.7	1.0
NC(=S)N/N=C/c1ccc(-c2ccc(SC(F)F)cc2)o1	-30	19	0	0.4	-17	-1.5	-4	0.9	0.1
CCOC(=O)c1oc2ccccc2c1CSc1nnnn1-c1ccc(C)cc1	1	29	4	1.1	15	-0.9	-3	-0.6	-0.2
CCC(C)Nc1nnnc2c1sc1nc3c(cc12)COC(C)(C)C3 (stereo not given)	-22	2	8	0.6	-34	1.5	2	0.7	0.3
CCCCOc1ccc(/C=C/C(=O)NC2=Nc3ccccc3NC(C)=C2C(=O)OCC)cc1OC	-7	-22	-1	0.3	8	0.3	-1	-0.8	1.4
Fc1ccc(-c2csc(-c3ccncc3)n2)cc1	6	-73	2	0.3	-30	-2.0	1	-2.9	-1.4
Cc1ccc(NC(=O)CC2C(=O)N(Cc3ccccc3)C(=S)N2NC(=O)c2cccc(F)c2)c(C)c1 (stereo not given)	6	-3	1	0.1	35	-0.4	-2	2.0	0.4
CCc1nnc(NC(=O)c2cc(S(=O)(=O)N(CC)CC)ccc2Cl)s1	-13	16	0	0.4	18	-0.5	-1	2.2	0.9
COc1cc(S(=O)(=O)NC2CCCCC2)ccc1Cl	9	18	7	0.1	19	-0.3	3	0.5	0.0
COc1cc(-c2noc(-c3ccco3)n2)cc(OC)c1OC	-25	-11	8	-0.4	28	-0.1	-1	-0.3	0.3
Cc1ccc(OCC(=O)Nc2ccc(-c3nc4ncccc4o3)cc2)c(C)c1	-7	-97	1	0.4	29	-0.1	-2	0.5	0.7
COc1ccc(C(=O)/C=C/Nc2ccccn2)c(OC)c1	3	-44	1	-0.4	-41	2.5	1	1.2	0.4
c1ccc(Nc2nc(CSc3ncn[nH]3)cs2)cc1	-17	18	1	0.6	-57	2.0	-2	1.6	-0.9
CCC(SC1=NCCS1)C(=O)Nc1nnc(-c2ccccc2OC)s1 (stereo not given)	13	-20	1	-0.7	-6	0.7	-3	-1.2	-0.2
O=C(c1ccc(Cl)cc1)N1CCc2c([nH]c3ccccc23)C1C(F)(F)F (stereo not given)	10	20	3	-1.1	-55	-0.8	3	1.5	-0.5
O=c1c2ccccc2cnn1Cc1n[nH]c(=S)n1-c1ccccc1F	-24	-2	0	0.5	3	-0.7	0	1.0	0.6
CCSc1nnc(NC(=O)c2cccc(S(=O)(=O)N(C)c3ccccc3)c2)s1	-11	-64	0	1.0	-10	-1.7	-1	-0.2	0.2
CC1=C(C(=O)OCC(C)C)C(c2cccc(F)c2)N2C(=O)C(C)SC2=N1 (stereo not given)	-3	10	5	-1.4	46	-2.4	-5	-0.8	-1.1
CN(CC(=O)N1CCCCC1)S(=O)(=O)c1ccc(Cl)cc1	0	0	4	0.6	15	0.2	1	-0.6	0.8
CCCCCOC(=O)Cn1c(=O)c2c(nc(N3CCOCC3)n2C)n(C)c1=O	-13	-47	3	-0.5	-2	0.3	-2	1.6	1.1
O/N=C/c1cn(-c2ccccc2)nc1-c1cccnc1	-10	-28	-2	0.4	6	0.3	-2	-1.5	-0.2
Cc1cc(C)cc(NC(=O)c2nccnc2C(=O)O)c1	-15	-8	4	0.8	3	0.1	-4	1.0	-0.5
COc1ccccc1N1CCN(C(=O)c2ccc(CN3CCOCC3)cc2)CC1	6	-28	6	0.0	16	0.6	1	1.3	1.4
COc1ccc(C(=O)C2CC2c2ccc3c(c2)OCO3)cc1 (stereo not given)	15	1	-1	1.3	-81	-0.4	-2	-0.8	0.7
Cc1cc(OCC(O)CN2CCN(CCO)CC2)ccc1C(C)C (stereo not given)	-7	4	4	0.2	0	1.3	-1	-0.6	0.2
CCOC(=O)c1sc2ccc(S(=O)(=O)N3CCCCC3)cc2c1N	0	2	8	-1.1	-36	-0.5	2	2.2	-0.7
Next part:
SMILES	S1P4 antag	m-calpain inh	BaF3 parental	PERK inhibitor	EP2 mod	zfTRPN1 agonist	Ba/F3 V617F tox	S1P4 agonist	TRPML3 ag
CCSc1nnc(NC(=O)COc2ccc3ccccc3c2)s1	-10	8	-1	0.3	-4	0.2	-2	2.0	-0.5
O=[N+]([O-])c1cc(Cc2ccccc2)cc(C=Nc2ccc(N3CCOCC3)cc2)c1O	-6	-11	8	0.3	47	0.1	1	-0.5	-0.2
O=C(CN1CCCCCC1)Nc1cccc2c1OCO2	-5	-38	2	-0.2	33	-0.1	-3	-4.6	-0.2
O=C(/C=C/Nc1ccc(F)cc1F)c1cccs1	-24	18	7	0.2	-4	2.2	1	4.0	1.3

An excerpt of these results, bar-delimited:
molecule | S1P4 antag | m-calpain inh | BaF3 parental | PERK inhibitor | EP2 mod | zfTRPN1 agonist | Ba/F3 V617F tox | S1P4 agonist | TRPML3 ag
Cc1cc(C)cc(NC(=O)c2nccnc2C(=O)O)c1 | -15 | -8 | 4 | 0.8 | 3 | 0.1 | -4 | 1.0 | -0.5
COc1ccccc1N1CCN(C(=O)c2ccc(CN3CCOCC3)cc2)CC1 | 6 | -28 | 6 | 0.0 | 16 | 0.6 | 1 | 1.3 | 1.4
COc1ccc(C(=O)C2CC2c2ccc3c(c2)OCO3)cc1 (stereo not given) | 15 | 1 | -1 | 1.3 | -81 | -0.4 | -2 | -0.8 | 0.7
Cc1cc(OCC(O)CN2CCN(CCO)CC2)ccc1C(C)C (stereo not given) | -7 | 4 | 4 | 0.2 | 0 | 1.3 | -1 | -0.6 | 0.2
CCOC(=O)c1sc2ccc(S(=O)(=O)N3CCCCC3)cc2c1N | 0 | 2 | 8 | -1.1 | -36 | -0.5 | 2 | 2.2 | -0.7
CCSc1nnc(NC(=O)COc2ccc3ccccc3c2)s1 | -10 | 8 | -1 | 0.3 | -4 | 0.2 | -2 | 2.0 | -0.5
O=[N+]([O-])c1cc(Cc2ccccc2)cc(C=Nc2ccc(N3CCOCC3)cc2)c1O | -6 | -11 | 8 | 0.3 | 47 | 0.1 | 1 | -0.5 | -0.2
O=C(CN1CCCCCC1)Nc1cccc2c1OCO2 | -5 | -38 | 2 | -0.2 | 33 | -0.1 | -3 | -4.6 | -0.2
O=C(/C=C/Nc1ccc(F)cc1F)c1cccs1 | -24 | 18 | 7 | 0.2 | -4 | 2.2 | 1 | 4.0 | 1.3

From PubChem BioAssay
